hERG WT inh = blocks the wildtype human KCNH2 potassium channel | Q12809 | U2OS, BacMam KCNH2, thallium flux FluxOr; stronger effect = lower value | activity change, % at 1.84 µM | actives 0.37% (n = 340,000) | AID 720551;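 active = maximum activity change below -70%; inconclusive = maximum activity change between -70% and -50%; inactive = maximum activity change above -50%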; also: % is scaled to controls: 0 for no effect and ±100 for the full control effect
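U2OS cells were transduced with wild-type KCNH2 virus (2.03 x 10^8 / mL) for 4 h at room temperature, then cultured overnight at 37 C. Thallium flux was read with FluxOr dye. Rate constants were normalized to DMSO controls.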
ELG1 repair inh = inhibitors of ELG1-dependent DNA repair in HEK293T cells | actives 2.3% (n = 330,000) | AID 504467 | Potency, µM (series often up to 46.1 µM), without a hit: at the highest dose activity change, negative = inhibition, most hits filed as inhibitors | HEK293T ELG1-luciferase reporter, luminescence, 16 h; DNA damage induced by 5-fluorouridine; also: potency is read from the fitted curve at half-maximal effect; % is scaled to controls: 0 for no effect and ±100 for the full control effect; nearly all actives have a fitted effect of over 55% in size
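DMSO vehicle served as the neutral condition. Each well held 2,000 cells given 5-fluorouridine plus compound; after 16 hr at 37 °C/5% CO2, ONE-Glo was added and luciferase measured 30 min later.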
Eya2 inh = blocks the phosphatase activity of human Eya2. O00167. recombinant Eya2, OMFP fluorescence dephosphorylation (OMFP is methylfluorescein phosphate). Potency, µM (titrated, usually from 76.9 µM), for inactives: at the top dose activity, negative = inhibition, usual class: inhibitors. actives 0.006% (n = 330,000); also: potency is read from the fitted curve at half-maximal effect; % is scaled to controls: 0 for no effect and ±100 for the full control effect
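Eya2 (0.2 uM) preincubated 10 min at ambient with compound, then OMFP substrate added at 50 uM; 10 min reaction in 50 mM HEPES pH 7.5, 50 mM NaCl, 5 uM MgCl2, 0.05% BSA, 1 mM DTT. Fluorescence read at Ex 485/Em 525 nm.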
TCR activator = activates T cell receptor signaling; Potency, µM (top dose mostly 9.22 µM), inactives show at the top dose activation of IL-2 secretion, hits mostly activators; 330,000 tested, under 10 active; AID 504894; primary human leukocytes, anti-CD3, IL-2 HTRF, 48 h; also: % of control where 0% means no effect
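TCR engagement came from a-CD3 beads alone, with compounds added to primary human leukocytes for 48 hr. Secreted IL-2 bridged europium cryptate- and d2-labelled anti-IL-2 antibodies, giving FRET emission at 665nm after 320nm excitation.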
AT treatment = potential ataxia-telangiectasia treatment; Potency, µM (doses to about 57.5 µM), inactives show top-dose activation, actives largely listed as activators; actives 0.19% (n = 320,000); AID 485349; […] A-T fibroblasts, KAP-1 phosphorylation AlphaLISA; neocarzinostatin DNA damage 30 min before lysis; also: potency is read from the fitted curve at half-maximal effect; % of control where 0% means no effect; nearly all actives have a fitted effect of over 45% in size
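ATM-like activity read as KAP-1 phosphorylation via AlphaLISA donor/acceptor antibody pairs after lysis and 6 hr at 25C. Cells were ATM-null patient fibroblasts ([…], hTERT), dosed 60 min, then exposed to the DSB inducer NCS for 30 min.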
KCNH2 3.1 inh = KCNH2 3.1 (human) potassium channel inhibition. U2OS KCNH2 3.1, thallium flux FluxOr; stronger effect = lower value. activity change, % (tested at about 1.8 µM). actives 0.95% (n = 340,000);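 active = maximum activity change below -70%; inconclusive = maximum activity change from -70% to -50%; inactive = maximum activity change above -50%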;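 also: thallium influx rate constant from kinetic fluorescence after stimulation buffer; % is scaled to controls: 0 for no effect and ±100 for the full control effect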
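Kinetic fluorescence (2 min after stimulation buffer) measures Tl+ influx through KCNH2 3.1 expressed by viral transduction in U2OS cells; the rate constant is normalized against DMSO controls serving as positive and negative references.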
TRPV1 ag = activates the human vanilloid receptor TRPV1; Q8NER1; AID 540275; actives 0.19% (n = 320,000); TRPV1-expressing cells, Fluo-8 calcium influx, agonist mode; activation, % at 8.33 µM; in the data active = activation above about 80%; inconclusive = between about 30% and that limit; also: 0% is about no effect
Target sequence (Q8NER1 whole entry, looked up): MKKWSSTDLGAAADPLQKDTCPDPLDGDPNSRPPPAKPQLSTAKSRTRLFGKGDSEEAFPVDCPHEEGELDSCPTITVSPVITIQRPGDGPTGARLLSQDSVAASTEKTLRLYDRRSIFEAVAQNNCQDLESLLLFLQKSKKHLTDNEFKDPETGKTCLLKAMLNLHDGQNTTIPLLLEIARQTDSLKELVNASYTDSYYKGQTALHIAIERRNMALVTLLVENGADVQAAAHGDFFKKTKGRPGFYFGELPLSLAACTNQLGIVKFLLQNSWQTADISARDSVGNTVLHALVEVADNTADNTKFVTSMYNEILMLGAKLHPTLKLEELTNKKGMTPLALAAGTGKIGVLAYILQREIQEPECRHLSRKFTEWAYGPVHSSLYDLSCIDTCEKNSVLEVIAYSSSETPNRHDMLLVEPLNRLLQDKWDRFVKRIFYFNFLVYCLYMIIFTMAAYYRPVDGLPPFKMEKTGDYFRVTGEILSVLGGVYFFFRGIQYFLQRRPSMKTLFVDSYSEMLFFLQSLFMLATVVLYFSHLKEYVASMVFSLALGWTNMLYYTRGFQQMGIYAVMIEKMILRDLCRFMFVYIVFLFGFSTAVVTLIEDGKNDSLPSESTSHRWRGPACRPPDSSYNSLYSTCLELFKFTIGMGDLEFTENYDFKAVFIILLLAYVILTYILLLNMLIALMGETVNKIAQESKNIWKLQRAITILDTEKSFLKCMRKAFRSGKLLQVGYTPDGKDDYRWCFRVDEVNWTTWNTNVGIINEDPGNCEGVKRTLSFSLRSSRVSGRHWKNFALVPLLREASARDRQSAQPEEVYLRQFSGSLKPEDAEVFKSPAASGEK
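TRPV1-expressing cells were cultured overnight at 35.5C and loaded with Fluo-8 calcium dye for 40 to 90 min at room temperature. After a 10 s baseline, compound was added and calcium influx was read kinetically for 3 min (ex 480/em 520 nm).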
Mito fusion act = inhibitors of mitochondrial division or activators of mitochondrial fusion | S. cerevisiae fusion-defective mutant growth rescue, CellTiterGlo 48 h | Potency, µM (doses to about 46.1 µM), without a hit: at the highest dose growth rescue (activation), usual class: activators | actives 0.23% (n = 320,000);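 also: potency is read from the fitted curve at half-maximal effect; % of control where 0% means no effect; nearly all actives have a fitted effect of over 45% in size; temperature-sensitive fusion mutants such as fzo1-1 at 37 °C on non-fermentable ethanol glycerol medium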
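Temperature-sensitive fusion-defective S. cerevisiae (e.g. fzo1-1, mgm1-5) were grown with compound in YPEG medium (3% ethanol, 3% glycerol) for 48 hours at 37C. Growth rescue was measured as viability by CellTiterGlo luminescence after 10 minutes at ambient.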
USP2a inh = inhibitors of human ubiquitin-specific protease USP2a. USP2 core, Ub-CHOP2 coupled fluorogenic reporter, 485/531. actives 0.01% (n = 330,000). O75604. Potency, µM (titrated, usually from 38.3 µM), inactives show top-dose activity change, negative = inhibition, most hits filed as inhibitors;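 also: potency is read from the fitted curve at half-maximal effect; plate controls were DMSO wells for no effect and full inhibition by NEM control for full effect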
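Deubiquitinase activity read as fluorescence (485/531 nm) after Ub-CHOP2 cleavage activates the enterokinase reporter on its substrate; USP2 core 10nM, Ub-CHOP2 and substrate 25nM each, 30min compound preincubation then 60min RT; data normalized to NEM, curves fitted.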
TSHR antagonist = antagonists of human thyroid stimulating hormone receptor | TSHR-expressing cells, TSH-stimulated cAMP HTRF, 2 h; stronger effect = lower value | actives 0.2% (n = 330,000) | AID 504810 | activity change, negative = inhibition, % at 11.5 µM;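 active = activity change below a set negative limit, meaning inhibition stronger than a set level, cut at about -70% in these data; inconclusive = activity change between two set negative limits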; also: % is scaled to controls: 0 for no effect and ±100 for the full control effect
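Antagonism was scored as loss of TSH-driven cAMP in TSHR cells, stimulated with 4nM TSH (EC80) for 2 hours at 37 deg C and detected by homogeneous HTRF competition immunoassay.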
Numbers without * were called inactive; ? = inconclusive; / = no result given; [ ] = remark or other dose. Unless noted, calls follow the shape of the dose curve; as a rule, active = well fitted curve in the direction sought with a large enough effect; inconclusive = small, poorly fitted or top-dose-only effect, or another doubt; inactive = no such curve, though single readings can be large; an effect the other way counts as inactive or inconclusive. The list is partial, so the mix of outcomes need not match the whole.

SMILES	hERG WT inh	ELG1 repair inh	Eya2 inh	TCR activator	AT treatment	KCNH2 3.1 inh	TRPV1 ag	Mito fusion act	USP2a inh	TSHR antagonist
COc1ccccc1/C=N/NC(=O)CC(=O)NCc1ccccc1	16.9	?	-7.9%	-6.3%	5.3%	9.9	2.3	-3.9%	4.1%	23.7
Cc1ccc(Cl)cc1N1CCN(C(=O)Cc2cn(C)c3ccccc23)CC1	-1.9	?	-12.8%	9.2%	-0.9%	0.3	1.2	?	-0.6%	0.1
CCOC(=O)CCS(=O)(=O)c1ccc(-c2ccc(S(=O)(=O)CCC(=O)OCC)cc2)cc1	0.1	8.2%	11.1%	/	0.5%	-4.4	0.4	-1.5%	2.3%	-3.0
Oc1[nH]c2ccccc2c1C=Nc1ccccc1	5.9	?	7.1%	-9.3%	-5.8%	1.3	/	-8.1%	-1.3%	-11.5
COc1cc(CC(=O)Nc2ccc(S(=O)(=O)NC3=NCCCCC3)cc2)cc(OC)c1OC	0.5	9.6%	2.8%	2.3%	10.2%	-17.3	-0.4	-0.7%	0.0%	-4.8
O=C(COc1ccccc1C(=O)O)Nc1nc2ccc([N+](=O)[O-])cc2s1	-4.2	-5.6%	-8.0%	-1.7%	0.2%	5.3	2.0	8.6%	0.0%	-48.2
CCOc1ccc(C(C)(C)C)cc1S(=O)(=O)N1CC(C)OC(C)C1 (centres undefined)	-2.6	?	4.4%	-4.8%	-2.0%	5.0	?	8.5%	0.9%	1.0
CCN(CC(=O)Nc1ccc(NC(C)=O)cc1)C(=O)c1ccccc1CCc1ccccc1	-16.1	-9.6%	11.9%	-3.9%	7.9%	-4.7	7.2	3.5%	2.8%	26.1
Cc1ccc(C(=O)NCC(=O)NC2CCC(C)CC2)s1 (centres undefined)	9.6	?	-0.3%	1.9%	-0.8%	3.5	1.3	-1.5%	-0.7%	-11.6
CCCCn1c(N)c(N(CC(C)C)C(=O)c2ccc(-n3c(C)ccc3C)cc2)c(=O)[nH]c1=O	-7.6	-1.2%	15.0%	0.7%	18.5%	2.5	-1.3	-0.7%	-0.2%	3.3
CC(CC(=O)N1CCN(C(=O)c2ccccc2)CC1)c1ccccc1 (centres undefined)	-21.5	-10.9%	4.0%	-5.5%	-3.1%	0.0	-1.9	-4.6%	-0.1%	-3.2
N#CCCN(C1CCCCC1)S(=O)(=O)CCOc1ccccc1	-8.8	-0.5%	-0.6%	-2.8%	0.3%	10.7	3.4	2.6%	3.8%	-17.2
CCc1ccc(NC(=O)CCn2nc(C)c(S(=O)(=O)N3CCCCC3)c2C)cc1	0.9	-5.8%	5.1%	-1.5%	0.1%	?	-3.0	-10.7%	1.6%	6.2
Cc1cccn2c(=O)c3cc(C(=O)NCC4CCCO4)c(=N)n(CCc4ccccc4)c3nc12 (centres undefined)	-3.5	0.0%	3.0%	-4.3%	33.2%	-21.4	-0.7	9.8%	4.2%	/
Cc1ccc2c(c1)C(=O)C(=O)N2Cc1ccc(Br)cc1	-6.2	?	2.0%	-2.6%	1.2%	-15.8	/	/	1.9%	4.0
Cc1ccc(CN2CCN(Cc3cn(C)nc3C)CC2CCO)o1 (centres undefined)	/	1.0%	-15.2%	-0.6%	-3.4%	15.3	0.5	4.0%	0.2%	1.4
Cc1c(C(=O)N2CCN(c3ccccn3)CC2)oc2c1C(=O)CC(C)(C)C2	0.1	?	4.5%	-8.1%	-1.9%	23.7	?	27.0%	4.0%	-6.7
COc1ccc(CCNC(=O)CSc2nc3scc(-c4ccccc4)c3c(=O)[nH]2)cc1	27.0	?	-14.9%	10.8%	7.4%	7.6	/	/	-8.4%	/
C/C(=N\Nc1ccc(S(=O)(=O)Nc2ccccc2)cc1[N+](=O)[O-])c1ccncc1	/	-14.7%	-7.3%	/	2.3%	/	0.3	-0.7%	-2.7%	-4.2
CCCN=Cc1sc2ccc(OCC)cc2c1O	-15.3	?	2.3%	-1.1%	-9.9%	13.1	3.9	-9.4%	0.8%	4.6
Cc1cccc(NC(=O)c2ccc3c(=O)n(CC4CCCO4)c(=S)[nH]c3c2)c1 (centres undefined)	5.1	16.4µM*	6.2%	-2.3%	-1.6%	7.2	?	-7.1%	-7.2%	-15.3
COCCCNC(=O)/C(C#N)=C/c1c(N2CCN(c3ccc(OC)cc3)CC2)nc2c(C)cccn2c1=O	4.0	?	-1.2%	-3.8%	-40.0%	3.1	-5.1	27.6%	-10.5%	-5.4
O=C(c1ccc(Cl)cc1)C(CN1CCCCC1)c1ccccc1 (centres undefined)	-0.5	?	10.5%	-1.5%	-4.5%	13.5	2.2	-16.3%	2.0%	-8.8
COc1c(C)cccc1C(=O)NC(=S)Nc1cccc2nsnc12	9.2	?	-10.0%	34.0%	2.7%	/	-1.1	-4.0%	1.9%	-5.3
CCOC(=O)N1CCN(C(=O)CSCc2ccccc2)CC1	-14.0	?	0.4%	1.6%[46.1 µM]	0.9%	-11.9	-0.4	-5.7%	3.5%	5.6
O=C(N/N=C\c1ccc[nH]1)c1cncc(Br)c1	-19.1	-2.0%	9.8%	-3.2%	1.3%	-0.1	4.1	0.8%	0.1%	-0.3
CCOCc1cnc(C)nc1NCC(=O)c1c(C)[nH]c2ccccc12	-2.4	?	2.8%	8.6%	-3.4%	-8.9	-3.9	0.6%	-0.7%	7.1
O=C(CSc1ccc(-c2ccco2)nn1)c1cccc([N+](=O)[O-])c1	-9.2	-0.1%	-5.6%	10.7%[46.1 µM]	1.2%	8.7	3.3	-1.3%	-1.3%	-4.8
CCOC(=O)c1ccc(NC(=O)CSc2nnc(COc3ccccc3OC)n2CC)cc1	1.1	-5.8%	15.4%	1.2%	0.5%	-5.0	-1.3	-0.8%	-0.1%	-8.4
Cc1ccccc1NC(=O)c1cn2c(nc3ccccc32)c(C#N)c1C	0.6	7.3%	-14.2%	3.1%	1.4%	-9.1	2.7	-3.0%	11.1%	-7.1
CC(C)(C)c1ccc(OCCCC(=O)NNC(=O)c2ccccc2O)cc1	3.9	1.6%	-17.5%	0.9%	6.6%	1.1	11.4	4.9%	-0.3%	-15.5
CCn1cc(C(=O)NCCC(C)C)c(=O)c2cc(S(=O)(=O)N3CCCCC3)ccc21	17.8	7.1%	0.3%	4.7%	-10.1%	0.3	?	3.4%	1.3%	-5.4
CC(C)(C)OC(=O)N1CCC[C@H]1C(=O)N/N=C/c1cccc2cccnc12	-4.5	-4.3%	10.1%	0.4%	1.2%	3.0	-1.9	-2.2%	12.6%	-2.5
COn1c(=O)c(=O)n(O)c2ccccc21	-2.2	-3.5%	-6.6%	3.7%	-0.7%	-3.2	-6.8	-1.1%	-1.4%	1.0
Cc1ccc(F)cc1NC(=O)CN1C(=O)NC(C)(c2ccc3c(c2)OCCO3)C1=O (centres undefined)	5.6	11.4%	-8.9%	-1.7%	-5.5%	15.2	11.5	0.5%	-0.7%	3.9
Cc1cccc(C(C)C)c1NC(=O)C(C)OC(=O)Cn1cnc2c1c(=O)n(C)c(=O)n2C (centres undefined)	-1.4	-4.7%	-16.9%	4.6%	1.4%	5.3	21.2	-3.0%	-0.5%	-2.0
Cc1cc(C)n2nc(SCC(=O)N(CC(C)C)c3c(N)n(CC(C)C)c(=O)[nH]c3=O)nc2n1	6.5	5.4%	-6.4%	7.4%	3.4%	1.8	0.7	-0.7%	1.3%	1.8
COc1ccc(CC(=O)OCC(=O)c2c(N)n(C)c(=O)n(C)c2=O)cc1OC	-1.6	1.2%	7.2%	4.7%	17.6%	-5.1	-3.2	7.9%	-2.1%	81.8
CCOC(=O)c1cn2nc(SCc3ccccc3)nc2nc1C	1.7	?	-8.9%	/	2.4%	-0.1	5.1	-1.8%	0.8%	-13.1
O=C(NCc1ccccc1)/C(=C/c1cccc([N+](=O)[O-])c1)NC(=O)c1ccco1	15.5	1.6%	-5.0%	-1.3%	5.2%	-19.6	-2.9	-0.3%	1.2%	-1.2
Cc1ccc(S(=O)(=O)NC2=NCN(CCOC(=O)c3ccccc3)CN2)cc1	-20.6	0.9%	-36.0%	0.8%	3.6%	-6.9	-4.3	-1.2%	0.7%	-5.6

Entries of single compounds, looked up by structure. Screens in order: hERG WT inh	ELG1 repair inh	Eya2 inh	TCR activator	AT treatment	KCNH2 3.1 inh	TRPV1 ag	Mito fusion act	USP2a inh	TSHR antagonist
O=C(NCc1ccccc1)/C(=C/c1cccc([N+](=O)[O-])c1)NC(=O)c1ccco1 as listed: 15.5	1.6%	-5.0%	-1.3%	5.2%	-19.6	-2.9	-0.3%	1.2%	-1.2
CC(C)(C)c1ccc(OCCCC(=O)NNC(=O)c2ccccc2O)cc1 as listed: 3.9	1.6%	-17.5%	0.9%	6.6%	1.1	11.4	4.9%	-0.3%	-15.5
